# MDM2 E3 inh – Mdm2 E3 ligase (human) inhibition; cell-based MDM2 ubiquitination luciferase reporter, 2 h; 0 = plate control, 100 = twice control, blank-subtracted; signal enhancement, % at 5 µM; 0.11% of 210,000 active;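 active = signal enhancement of 30% or more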;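 also: luminescence tracks abundance of the self-degrading MDM2-luciferase fusion protein; higher signal means inhibition of MDM2 E3 ligase activity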
#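 Material: Stable MDM2–luciferase fusion reporter cells | Amount: 2000 cells seeded into each well | Dosing: One concentration, 5 µM, with 0.2% DMSO | Incubation: 4 h cell settling then 2 h compound exposure, 37 °C | Measured by: Luciferase luminescence | Read-out basis: % enhancement relative to plate controls after blank subtraction | Benchmarks: Control and blank well means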
# p97 ATPase inh – human p97 ATPase inhibition; recombinant p97 ATPase, Kinase-Glo ATP luminescence, 3 h; inhibition, % at 8 µM; 0.42% of 220,000 active; in the data active = inhibition above about 15%;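 also: 0% = DMSO vehicle and 100% = wells lacking enzyme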
# FXIa inh 1536 – inhibitors of human coagulation factor XIa; 0.14% of 220,000 active; inhibition, % at 5 µM; purified FXIa, Boc-Glu-Ala-Arg-AMC fluorogenic substrate; P03951; AID 798;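 active = inhibition of at least 40%; inactive = inhibition below 40%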;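 also: fluorescence of freed AMC excited at 355 nm; 0% = enzyme without compound and 100% = no enzyme blank; many of its hits are not listed in these tables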
# eIF4E 4G PPI – inhibitors of eIF4E and eIF4G interaction in translation initiation | 0.37% of 220,000 active | TR-FRET eIF4E-eIF4GI(517-606) binding, 2 h | inhibition, % at 21.7 µM | AID 782;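 active = inhibition above about 30%, limit read from the data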;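 also: 0% = full FRET control wells and 100% = background wells lacking eIF4GI fragment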
# Target sequence (P63073 whole entry, looked up, the tested form may be a part): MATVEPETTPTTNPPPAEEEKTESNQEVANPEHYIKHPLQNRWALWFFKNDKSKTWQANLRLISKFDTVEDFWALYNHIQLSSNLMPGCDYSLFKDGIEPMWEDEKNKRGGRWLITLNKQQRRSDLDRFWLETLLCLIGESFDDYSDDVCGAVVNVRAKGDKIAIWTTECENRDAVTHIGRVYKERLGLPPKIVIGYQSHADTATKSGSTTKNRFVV
# Target sequence (Q04637 whole entry, looked up, the tested form may be a part): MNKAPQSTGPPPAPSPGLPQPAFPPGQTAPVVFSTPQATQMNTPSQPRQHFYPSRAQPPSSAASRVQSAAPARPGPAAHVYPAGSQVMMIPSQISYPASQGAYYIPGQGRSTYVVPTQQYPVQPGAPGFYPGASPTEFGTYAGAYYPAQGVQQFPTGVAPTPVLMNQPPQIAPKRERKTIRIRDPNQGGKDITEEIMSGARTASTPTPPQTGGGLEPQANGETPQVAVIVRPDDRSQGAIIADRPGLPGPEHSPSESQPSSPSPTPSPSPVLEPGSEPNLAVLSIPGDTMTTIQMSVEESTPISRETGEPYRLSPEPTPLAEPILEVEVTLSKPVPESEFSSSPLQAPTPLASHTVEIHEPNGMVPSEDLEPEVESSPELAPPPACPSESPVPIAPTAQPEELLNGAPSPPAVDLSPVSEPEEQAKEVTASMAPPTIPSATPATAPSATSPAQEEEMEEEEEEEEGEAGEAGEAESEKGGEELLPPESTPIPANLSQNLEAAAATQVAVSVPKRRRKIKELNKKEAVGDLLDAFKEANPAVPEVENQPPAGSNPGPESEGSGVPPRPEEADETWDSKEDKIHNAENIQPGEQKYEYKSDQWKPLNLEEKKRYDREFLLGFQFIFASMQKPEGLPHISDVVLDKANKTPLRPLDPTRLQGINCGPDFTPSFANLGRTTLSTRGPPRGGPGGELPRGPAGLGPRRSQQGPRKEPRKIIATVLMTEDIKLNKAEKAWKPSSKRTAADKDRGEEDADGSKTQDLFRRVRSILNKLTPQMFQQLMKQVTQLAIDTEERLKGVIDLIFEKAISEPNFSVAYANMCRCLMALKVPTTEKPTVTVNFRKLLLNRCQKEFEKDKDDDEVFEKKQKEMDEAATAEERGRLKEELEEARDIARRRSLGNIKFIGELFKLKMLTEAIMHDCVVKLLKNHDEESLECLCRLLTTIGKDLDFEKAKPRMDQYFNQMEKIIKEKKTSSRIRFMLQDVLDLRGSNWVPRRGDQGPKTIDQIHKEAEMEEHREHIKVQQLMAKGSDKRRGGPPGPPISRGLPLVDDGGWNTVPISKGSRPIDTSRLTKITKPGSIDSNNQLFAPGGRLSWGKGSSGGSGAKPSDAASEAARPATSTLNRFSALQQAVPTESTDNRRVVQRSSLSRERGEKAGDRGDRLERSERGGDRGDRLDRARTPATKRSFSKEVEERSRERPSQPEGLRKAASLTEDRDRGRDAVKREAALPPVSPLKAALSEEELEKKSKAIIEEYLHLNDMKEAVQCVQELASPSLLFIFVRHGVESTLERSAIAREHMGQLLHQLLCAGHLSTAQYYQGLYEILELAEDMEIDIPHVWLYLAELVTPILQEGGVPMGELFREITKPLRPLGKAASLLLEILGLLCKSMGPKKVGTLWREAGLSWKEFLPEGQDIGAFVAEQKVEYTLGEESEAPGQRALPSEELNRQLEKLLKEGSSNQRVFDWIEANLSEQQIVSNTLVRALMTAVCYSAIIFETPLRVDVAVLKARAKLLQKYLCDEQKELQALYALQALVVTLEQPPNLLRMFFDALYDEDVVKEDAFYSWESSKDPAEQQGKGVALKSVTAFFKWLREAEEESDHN
# FXIIa inh – inhibitors of human coagulation factor XIIa; purified FXIIa, Boc-QGR-AMC fluorogenic substrate, 2 h; P00748; inhibition, % at 5 µM; 0.3% of 220,000 active; in the data active = inhibition above about 40%;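 also: 0% = enzyme with no compound and 100% = blank without enzyme; many of its hits are not listed in these tables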
# hK5 inh – inhibitors of human kallikrein 5. 0.59% of 210,000 active. Q9Y337. inhibition, % at 5 µM. recombinant hK5, fluorogenic AMC substrate cleavage;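 active = inhibition of 40% or more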;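 also: 0% = enzyme controls without compound and 100% = no-enzyme blanks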
# 14-3-3 Bad PPI – disrupts binding of bovine 14-3-3 zeta to phospho-Bad peptide. TR-FRET 14-3-3zeta/Dy647-pBad peptide displacement, 1 h. AID 781. inhibition, % at 21.7 µM. 0.71% of 220,000 active;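 active = inhibition above about 70%, limit read from the data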;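 also: 0% = full 14-3-3 plus peptide FRET controls and 100% = background without 14-3-3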
# Wee1 stabilizer – inhibitors of human Wee1 degradation. P30291. HeLa Luc-Wee1K328M stability, luciferase luminescence; 100% = proteasome inhibitor MG132 effect. reporter increase, % at 5 µM. 1.2% of 220,000 active. AID 1321;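 active = activation above the mean of all tested compounds plus 3 SD, set per screening run, cut at about 8.8% in these data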;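 also: cells exposed to compound for 20 h before luminescence read; 0% = DMSO alone and 100% = MG132 at 30 µM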
# Rad51 HR inh – Rad51 (human) homologous recombination inhibition. hRad51 DNA strand exchange, fluorescence dequenching. AID 1385. inhibition, % at 10 µM. 0.085% of 200,000 active;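 active = inhibition above 40% at the single screening dose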;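 also: 0% = DMSO control wells and 100% = blanks with heterologous ssDNA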
#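 material = hRad51 filaments on single-stranded DNA | timing = filaments 15 min 37 °C, then compound 30 min | signal = FRET fluorescence dequenching, excitation 485 nm, emission 520 nm | benchmarks = control wells and blank wells on each plate | evaluation = percent inhibition relative to plate controls and blanks | compound = 10 µM final, single point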
# An asterisk follows results filed as active; x = not tested or not shown; [ ] = dose if it differs, or a comment.
# Every second line gives: 14-3-3 Bad PPI	FXIIa inh	p97 ATPase inh	MDM2 E3 inh	Wee1 stabilizer	Rad51 HR inh	hK5 inh	FXIa inh 1536	eIF4E 4G PPI
> CCOC(=O)C(Cc1ccccc1)c1ccnc2nc(N)nn12 (stereo not drawn)
  4.7	-4.5	0.8	-9.4	-0.9	-3.9	-28.2	-9.5	2.0
> O=C(C1CCN(S(=O)(=O)c2ccc3c(c2)OCCO3)CC1)N1CCc2ccccc21
  3.6	0.7	6.8	-8.3	1.9	3.5	-29.0	-1.1	4.2
> CCOC(=O)c1nc(NCc2ccccc2F)c2ccccc2n1
  -17.9	9.1	4.8	3.4	-1.0	2.9	0.3	-0.3	0.7
> CCOC(=O)C1CC2CC(C1)CN(C(=O)C1CCCCC1)C2 (stereo not drawn)
  -0.8	15.0	-7.8	-21.2	-0.5	-1.0	16.1	3.7	-3.4
> CCn1c(=O)c(=O)[nH]c2cc(C(=O)N3CCN(c4ccccc4F)CC3)ccc21
  5.5	-4.0	4.2	-6.0	2.4	3.7	-28.1	-6.9	-17.5
> CC(=O)Nc1sc(N)nc1-c1ccccc1
  -0.7	7.6	-7.8	-13.2	0.1	3.1	-3.6	5.8	2.6
> CSc1nsc2nc(=O)c(/C=C3\C=Nc4ccccc43)c(N)n12
  -9.3	4.2	9.6	-0.3	0.9	-9.0	-1.5	-2.7	-3.9
> Cc1ccc(NC(=O)CC2NCCNC2=O)cc1 (stereo not drawn)
  -8.5	9.7	4.5	0.4	1.3	-3.8	-6.9	2.4	5.1[fluorescence artefact?]
> O=C1CC(c2ccccc2)c2ccccc21 (stereo not drawn)
  -12.7	11.8	0.4	-12.1	-2.5	-20.1	-6.3	-1.1	0.7
> CCc1ccc2c(c1)c1nc(C)sc1n2CC
  -6.4	11.9	3.0	2.3	1.5	3.3	-2.6	-2.1	4.5
> CC(C)(C)c1cc2nc3c(c(=O)n2[nH]1)CN(Cc1ccccc1)C3=O
  0.3	3.4	6.0	-3.9	3.4	27.3	-0.5	1.4	-2.3
> CC(C)CCNC(=O)NC(=O)COC(=O)C1CCN(S(=O)(=O)c2ccccc2F)CC1
  -8.6	-7.9	-1.2	-8.4	-0.8	-8.5	-5.8	-13.0	-0.5[fluorescence artefact?]
> CNC(=O)COC(=O)c1ccc(Cl)c(S(=O)(=O)N2CCCC2)c1
  -2.4	3.8	4.9	-8.4	10.1*	-0.7	-1.9	4.1	-0.1
> Cc1c(C(=O)Nc2nc3ccccc3[nH]2)oc2c(Cl)cccc12
  1.7[fluorescence artefact?]	5.9	3.3	x	2.3	x	-50.2	8.9	-2.5
> CN(C)c1ccc(/C=N/NC(=O)C(O)(c2ccccc2)c2ccccc2)o1
  -1.9	11.2	-1.4	-9.9	-0.1	-5.5	-5.6	-5.4	0.7
> Cc1ccc(N2C(=O)CC(NNC(=O)c3cccc(S(=O)(=O)N4CCCC4)c3)C2=O)cc1 (stereo not drawn)
  -20.7	10.7	1.3	-11.1	1.6	-6.3	-19.9	1.1	0.6
> COc1cc2c(cc1OC)C(=S)NC1(CCCC1)C2
  -18.2	13.7	9.9	-38.3	8.4	-3.7	0.3	11.7	6.0
> Cc1cccc(-n2c(CNC(=O)c3cccc([N+](=O)[O-])c3C)n[nH]c2=S)c1
  -5.3	x	-5.3	-7.7	2.5	-3.3	21.2	14.7	-3.7
> Cc1c(NC(=O)c2c(F)c(F)c(F)c(F)c2F)c(=O)n(-c2ccccc2)n1C
  6.3	-8.2	1.3	15.7	2.9	-9.9	-19.9	-0.8	-0.7[fluorescence artefact?]
> CN(CCc1ccccn1)C(=O)CC1C(=O)NCCN1Cc1ccc(-c2ccccc2)cc1 (stereo not drawn)
  -3.1	2.3	-4.8	4.7	-1.5	-9.5	x	-2.4	-3.3
> CC(C)CNC(=S)NNC(=O)c1csc2ccccc12
  3.5[fluorescence artefact?]	13.5	1.5	20.7	0.4	1.7	-214.2	7.3	10.8
> CCN(CC)S(=O)(=O)c1ccc(N2CCOCC2)c(NS(=O)(=O)c2cc(C(C)(C)C)ccc2C)c1
  -14.6	8.5	-0.4	-10.4	-1.6	-6.0	-16.9	-1.6	0.8[fluorescence artefact?]
> CCOC(=O)c1sc(=S)n(-c2ccc(C)cc2)c1N
  -2.0	12.2	0.3	-12.3	-0.4	-11.6	3.1	-1.8	-1.2
> CC(NC(=O)c1ccc(=O)oc1)c1ccccc1 (stereo not drawn)
  -9.0[fluorescence artefact?]	1.7	-2.5	-11.2	0.0	6.0	-12.8	-8.2	1.8[fluorescence artefact?]
> CCn1c(Cc2ccccc2)nnc1SCC(=O)Nc1ccccc1O
  0.3	10.1	1.2	-7.0	-1.0	3.9	2.5	-1.2	-0.5
> O=C(CCCCl)NC(=S)Nc1cc(C(F)(F)F)ccc1N1CCOCC1
  -2.4[fluorescence artefact?]	5.1	3.9	-9.3	0.5	-16.1	3.6	0.2	1.9
> CCc1nc2c(c(SC)nn2-c2ccccc2)c(N)c1C(=O)OC
  -13.2[fluorescence artefact?]	5.5	-2.0	-18.1	-2.4	-7.2	-10.1	1.4	-0.1
> COc1ccc(N2CCN(CCOc3ccc4c(C)cc(=O)oc4c3)CC2)cc1
  -12.5[fluorescence artefact?]	9.5	-1.1	-4.6	-3.4	x	-12.4	8.2	-2.8
> Nc1nc(Nc2ccc(Cl)cc2)nc(NCCO)c1[N+](=O)[O-]
  -0.8	13.2	7.5	-0.3	-0.6	-6.2	3.3	3.1	-3.8
> COc1ccc(-c2[nH]ncc2CN(C)CCN2CCOCC2)cc1F
  -0.1	7.0	3.1	-17.3	7.3	x	x	0.5	0.7

# Complete entries as entered above. Screens in order: 14-3-3 Bad PPI	FXIIa inh	p97 ATPase inh	MDM2 E3 inh	Wee1 stabilizer	Rad51 HR inh	hK5 inh	FXIa inh 1536	eIF4E 4G PPI
# Cc1c(NC(=O)c2c(F)c(F)c(F)c(F)c2F)c(=O)n(-c2ccccc2)n1C is listed with 6.3	-8.2	1.3	15.7	2.9	-9.9	-19.9	-0.8	-0.7[fluorescence artefact?]
# CC(C)(C)c1cc2nc3c(c(=O)n2[nH]1)CN(Cc1ccccc1)C3=O is listed with 0.3	3.4	6.0	-3.9	3.4	27.3	-0.5	1.4	-2.3

# As entered above.
# MDM2 E3 inh, CC(NC(=O)c1ccc(=O)oc1)c1ccccc1 (stereo not drawn) stands at -11.2
# Rad51 HR inh, Cc1ccc(N2C(=O)CC(NNC(=O)c3cccc(S(=O)(=O)N4CCCC4)c3)C2=O)cc1 (stereo not drawn) stands at -6.3
# MDM2 E3 inh, Nc1nc(Nc2ccc(Cl)cc2)nc(NCCO)c1[N+](=O)[O-] stands at -0.3

# Going on with the list:
# Every second line gives: 14-3-3 Bad PPI	FXIIa inh	p97 ATPase inh	MDM2 E3 inh	Wee1 stabilizer	Rad51 HR inh	hK5 inh	FXIa inh 1536	eIF4E 4G PPI
> COC(=O)c1ccccc1NC(=O)c1cc(C2CC2)on1
  7.8	11.4	-7.3	-11.3	0.0	3.2	-7.9	2.5	-1.4
> C=CCN(c1ccc(C(=O)Nc2cccc([N+](=O)[O-])c2)cc1)S(C)(=O)=O
  -8.7	5.3	-0.1	-2.3	4.5	24.6	x	0.7	3.3
> O=C(O)C1CC(=O)N(CCc2ccccc2)C1 (stereo not drawn)
  x	12.1	5.1	-7.0	0.0	0.7	-4.0	2.9	x
> COc1ccc(-c2noc(CCC(=O)NCCCN3CCC(Cc4ccccc4)CC3)n2)cc1
  0.8	11.0	-3.9	-30.2	-2.1	-8.0	-20.1	7.0	-7.0
> CN(Cc1cccs1)C(=O)Cc1csc(-c2ccccc2)n1
  8.6	12.7	0.3	8.5	-1.7	-4.6	4.4	0.7	-4.3
> Cc1ccc2c(c1)nnn2C1CCN(CC(=O)NCCc2nc3ccccc3[nH]2)CC1
  10.2	8.2	1.4	-15.9	-2.5	-9.7	11.9	-1.8	4.0
> COc1ccc(CNC(=O)c2ccc(NC(=O)C3CCCO3)cc2)cc1 (stereo not drawn)
  -6.9	6.1	6.1	-16.8	-1.0	-6.8	-1.3	-5.7	-7.2
> CC(=O)c1cc(CN2CCN(C3CCN(C(C)C)CC3)C(CCO)C2)cs1 (stereo not drawn)
  -3.2	12.4	0.2	-9.3	2.1	x	18.9	2.0	4.4
> CC(C)N1CCC(N2CCN(Cc3cc(F)ccc3-n3cccn3)CC2CCO)CC1 (stereo not drawn)
  -12.4	7.4	0.7	14.4	-4.6	0.6	1.5	-3.0	2.5
> C/C(=N\NC(=O)c1cc(-c2ccccn2)nc2ccccc12)c1cccc([N+](=O)[O-])c1
  -11.4	2.4	-0.5	-11.8	-2.2	3.3	-18.3	1.4	1.2
> Cc1cc(=O)n2nc(N3CCCC(C(=O)N4CCOCC4)C3)sc2n1 (stereo not drawn)
  -4.8	8.8	7.9	-0.1	1.8	-1.1	-8.6	0.9	-0.6
> CCOC(=O)CC1=NC(=O)CS1
  -1.4	4.8	5.1	-14.4	-2.7	8.5	4.3	4.6	8.1
> Cc1ccc(NC(=O)CSc2nnc(COc3ccc(C#N)cc3)n2-c2ccccc2)cc1C
  -1.7	7.7	0.7	-22.5	0.0	6.2	45.5*	7.5	-8.8
> COc1cc(/C=N/Nc2nc(N3CCCC3)nc(N3CCCC3)n2)ccc1O
  -4.2	12.0	-6.8	-20.2	8.1	1.5	3.9	1.7	8.7
> CC(C)(O)c1ccc2c(c1)CCC1C(C)(C(=O)O)CCCC21C (stereo not drawn)
  3.2	8.4	x	-25.6	x	8.0	1.1	2.4	-7.0
> Cc1ccc(C(C)C)c(OCCNC(=S)Nc2cccc3ccccc23)c1
  -1.7	-4.0	-3.5	-1.4	-1.8	2.7	-30.6	-3.9	-6.5
> Cc1ccc(CN2CCN(Cc3ccc(OC(C)C)cc3)CC2CCO)o1 (stereo not drawn)
  -9.2	5.2	2.9	-10.9	-0.1	5.1	0.2	-3.7	-1.3
> CCCN(CCC)c1nc2ccccc2nc1C(C#N)C(=O)OCCOC (stereo not drawn)
  -12.5	13.6	-5.8	-23.8	2.9	9.1	7.9	1.3	4.7
> O=c1cc(O)nc(-c2ccccc2)s1
  -4.2	-2.9	3.6	-28.8	3.1	2.1	-15.8	-3.8	-9.8
> CCCCC(CCC(=O)Nc1nccs1)C(=O)O (stereo not drawn)
  x	8.0	4.0	-7.0	-1.6	1.4	-1.1	10.0	x
> CCCCCCCCCOC(=O)C[n+]1csc(CCO)c1C
  4.2	3.9	-3.7	-12.2	-0.3	2.8	-22.6	-0.7	-3.6
> COCCn1c(=O)[nH]c(=O)c2c1nc(-c1ccc(-c3ccc(Cl)cc3[N+](=O)[O-])o1)n2Cc1ccccc1
  -21.0	14.0	4.1	2.3	1.6	-10.4	-10.4	7.1	8.9
> CC(N=Cc1cccc(O)c1O)c1ccccc1 (stereo not drawn)
  7.8	14.9	0.0	-24.7	-2.7	14.0	5.3	10.9	-5.5
> COc1ccc(C(C)N2CC34C=CC(O3)C(C(=O)OCC(C)C)C4C2=O)cc1 (stereo not drawn)
  -2.2	19.0	0.3	-5.9	3.2	3.4	-2.5	5.6	1.8
> CC1CCN(c2cc(N3CCOCC3)c([N+](=O)[O-])cc2F)CC1
  3.2	27.5	-1.5	-48.8	-0.3	6.2	7.8	18.4	1.9

# Printed as active in hK5 inh (from the list above):
SMILES	14-3-3 Bad PPI	FXIIa inh	p97 ATPase inh	Wee1 stabilizer	Rad51 HR inh	hK5 inh	FXIa inh 1536	eIF4E 4G PPI
Cc1ccc(NC(=O)CSc2nnc(COc3ccc(C#N)cc3)n2-c2ccccc2)cc1C	-1.7	7.7	0.7	0.0	6.2	45.5*	7.5	-8.8

# The order is random; overall some 3.5% were active at least once.
